KLF5 inhibitor: KLF5 expression inhibitors, primary screen, DLD-1 cells, luminescence; DLD-1 KLF5 promoter-luciferase reporter; inhibition, % at 5 µM; 0.23% of 290,000 active; AID 1700, 2009;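 active = inhibition above a per-plate limit of that plate's mean compound inhibition plus 3 SD, cut at about 60% in these data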;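 also: 0% = DMSO wells and 100% = LY294002 at 200 µM; higher means less KLF5 promoter-driven luciferase light; inactives centre near -14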
HIF activator: HIF pathway transcriptional activators, primary screen, cell-based, U2OS HRE-luciferase, luminescence; U2OS HRE-luciferase reporter; normalized: DMSO 0%, desferrioxamine 100%; activation, % at 7.5 µM (by protocol); 0.32% of 300,000 active; AID 1910, 2009;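 active = mean activation of at least 10% of the iron chelator positive control signal, with at least half of replicates also reaching 10%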
HSP90 inh: HSP90 inhibitors, primary screen, cell lysate, luminescence | inhibition, % at 5.6 µM | Heat shock protein HSP 90 (rabbit reticulocyte lysate; luciferase refolding) | 0.91% of 290,000 active | Rabbit reticulocyte lysate, luciferase refolding luminescence, 3 h;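 active = inhibition above the screen-wide mean plus 3 SD, computed separately per campaign, cut at about 16% in these data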;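 also: 0% = DMSO wells and 100% = 60 µM geldanamycin wells; inhibitors lower the luminescence because luciferase stays unfolded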
AI-2 QS mod: Vibrio harveyi AI-2 quorum sensing modulators, primary screen, JMH597 strain, luminescence/OD600 ratio; AID 2094, 2009; Vibrio harveyi JMH597 AI-2 luminescence/OD600 ratio, 9 h; active compounds read low; strain lacks LuxN and CqsS sensors; 0 = neutral-control median; 0.4% of 300,000 active; activity change, % at 7.5 µM; in the data active = activity change below about -75%, passing the limit was not always enough;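 also: luminescence divided by OD600 gain over 9 h not by final OD600 alone; inactives centre near 13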
HSF1 inh: HSF1 inhibitors in luciferase reporter cells, primary screen, cell-based, NIH3T3, luminescence; NIH3T3-HGL HSE-luciferase, MG132-induced, luminescence 8 h; active compounds read low; activity change, negative = inhibition, % at 7.5 µM (by protocol); 0.77% of 300,000 active; AID 2098, 2009;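 active = more than half of replicate wells show activity change below -50%, luminescence cut by over half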;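 also: luciferase reports HSF-1 transcriptional activity via heat shock element; 0% = median of DMSO wells and -100% = zero luminescence signal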
GSK3B inh: human GSK3beta kinase inhibitors, primary screen, biochemical, cell-free homogeneous, HTS; Glycogen synthase kinase-3 beta (Homo sapiens), P49841; activity score (negative = inhibition), % at 10 µM; GST-GSK3beta kinase, ADP-Glo luminescence, 60 min; active compounds read low; 0.038% of 300,000 active;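 active = more than half of replicate wells score below -50%, meaning over 50% inhibition versus plate controls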;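 also: 0% = median DMSO wells and -100% = median GW8510 positive control wells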
Target sequence (P49841 whole entry, looked up): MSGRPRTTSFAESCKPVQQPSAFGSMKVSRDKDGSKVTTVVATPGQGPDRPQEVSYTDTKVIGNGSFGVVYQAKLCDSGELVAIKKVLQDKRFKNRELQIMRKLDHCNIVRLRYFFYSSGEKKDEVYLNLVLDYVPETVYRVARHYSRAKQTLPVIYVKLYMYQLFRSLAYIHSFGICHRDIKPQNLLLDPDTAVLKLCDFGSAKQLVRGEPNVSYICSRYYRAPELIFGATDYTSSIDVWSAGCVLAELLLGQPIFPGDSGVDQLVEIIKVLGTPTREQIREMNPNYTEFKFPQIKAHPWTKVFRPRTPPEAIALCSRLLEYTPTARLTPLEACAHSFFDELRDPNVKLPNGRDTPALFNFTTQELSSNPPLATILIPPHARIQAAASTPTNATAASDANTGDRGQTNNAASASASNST
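test system = GST-tagged human GSK3beta kinase, cell-free | reagent = 25 µM ATP with peptide substrate | dosing = one dose of 10 µM per compound | schedule = 60 min reaction, RT | detection = luminescent ADP-Glo measurement of ADP formed | control set = DMSO neutral wells and GW8510 at 20 µM as positive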
IEC-6 cytotox: cytotoxicity in IEC-6 intestinal epithelial cells, primary screen, cytotoxicity control for KLF5 inhibitor project, cell-based, luminescence. inhibition, % at 5 µM. IEC-6 cytotoxicity, luminescence viability. 0.78% of 290,000 active; in the data active = inhibition above about 22%;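 also: 0% = plate median of test compound wells and 100% = cytotoxic reference compound wells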
aSyn 5UTR inh: MLPCN primary screen, SNCA 5' untranslated region | alpha-synuclein 5'UTR reporter, inhibitor activity | AID 1813, 2009 | 0.82% of 300,000 active | inhibition, % (tested at 7.5 µM); in the data active = inhibition above about 60%;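 also: H4 neuroglioblastoma cells stably carrying SNCA 5'UTR luciferase fusion; 0% = DMSO wells and 100% = positive control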
HSF-1 act: HSF-1 activators, primary screen, NIH3T3-HGL cells, MG132 stress, luminescence, single point. NIH3T3-HGL HSF-1 luciferase reporter, 8 h; 100% = twice DMSO control signal. activation, % at 9 µM. 1.7% of 300,000 active;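 active = mean replicate activation of at least 50% with a set share of replicates each reaching 50%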;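 also: 0% = median of the neutral control wells and 100% = twice that signal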
GSK3A inh: blockers of GSK3A enzyme activity – biochemical, luminescence, cell-free homogeneous, HTS, primary screen. AID 2650, 2010. GSK-3 alpha kinase, ADP-Glo luminescence, 60 min. 0.1% of 320,000 active. Glycogen synthase kinase-3 alpha (Homo sapiens), P49840. inhibition, % at 10 µM;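 in the data active = inhibition above about 50%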;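 also: GST-tagged GSK-3 alpha with peptide substrate and 25 µM ATP; 0% = DMSO neutral wells and 100% = GW8510 positive control wells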
Target sequence (P49840 whole entry, looked up): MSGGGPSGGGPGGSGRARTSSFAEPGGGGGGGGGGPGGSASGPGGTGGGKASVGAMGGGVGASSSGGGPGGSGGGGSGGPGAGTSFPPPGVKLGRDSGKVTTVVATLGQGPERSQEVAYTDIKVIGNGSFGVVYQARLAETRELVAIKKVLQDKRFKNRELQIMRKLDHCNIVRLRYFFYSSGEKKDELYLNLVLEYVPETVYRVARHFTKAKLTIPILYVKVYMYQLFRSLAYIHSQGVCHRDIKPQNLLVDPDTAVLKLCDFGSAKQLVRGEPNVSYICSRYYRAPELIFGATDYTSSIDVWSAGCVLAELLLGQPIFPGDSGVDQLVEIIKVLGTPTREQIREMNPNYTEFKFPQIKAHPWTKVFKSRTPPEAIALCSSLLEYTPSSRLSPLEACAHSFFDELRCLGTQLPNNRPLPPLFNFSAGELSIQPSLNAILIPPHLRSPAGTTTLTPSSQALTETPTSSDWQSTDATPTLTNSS
An asterisk follows results filed as active; . = not tested or not shown.

SMILES	KLF5 inhibitor	HIF activator	HSP90 inh	AI-2 QS mod	HSF1 inh	GSK3B inh	IEC-6 cytotox	aSyn 5UTR inh	HSF-1 act	GSK3A inh
CCN(CC)S(=O)(=O)c1cccc(NC(=O)CC2CCCC2)c1	-2	-0.6	-6	5	-3	1	-4	5	10	2
CCN(CC)S(=O)(=O)c1ccc(C(=O)N2CCN=C2SCc2cccnc2)cc1	-4	0.4	1	6	6	-4	9	18	-1	-2
O=C(CSc1nc(Nc2ccccc2)nc(N2CCOCC2)n1)Nc1ccc([N+](=O)[O-])cc1	-3	0.0	4	25	5	-1	-5	23	19	-1
O=C(CN1C(=O)NC2(CCCC2)C1=O)OCc1ccc(Cl)cc1Cl	.	1.5	.	11	16	1	.	-10	28	-1
COc1ccc(-c2cc3c(=O)n(CC(=O)NCc4ccc(Cl)cc4)ncn3n2)cc1	-10	0.5	3	15	0	3	2	-36	6	-1
O=C(O)c1ccc(Nc2nc(-c3ccccc3)c3ccccc3n2)cc1	-4	-0.7	-3	33	-1	-1	0	25	4	-2
COc1cc(/C=C/C(=O)OCC(=O)NC(=O)NC(C)C)ccc1O	4	-0.2	-1	21	2	0	4	-24	-2	3
CC(=O)c1cccc(NC(=O)C2CCN(C(=O)c3ccccc3Cl)CC2)c1	-20	-0.5	-3	29	-6	0	-2	8	-10	2
Cn1c(SCC(=O)N2CCOCC2)nc(O)cc1=O	-42	-0.5	4	14	-6	7	7	0	-1	3
CCn1cc(CN2CCC(n3nccc3NC(=O)CCCc3ccccc3)CC2)cn1	-34	0.8	-2	7	0	-28	-12	10	12	0
O=C1CC(c2ccc(F)cc2)C(n2cncn2)C(O)=C1C1NCCc2ccccc21 (stereo unspecified)	-31	0.0	2	18	-5	-2	2	-7	14	-4
O=c1[nH]c(CN2CCN(c3ncccn3)CC2)nc2c(Br)cc(Br)cc12	-30	0.8	0	19	-2	1	1	11	-14	-2
CCC(C)(C)NC(=O)C(c1ccccc1Cl)N(C(=O)CCC(=O)Nc1cc(C)on1)C1CC1 (stereo unspecified)	0	-0.4	3	21	23	0	2	14	38	3
COC(=O)c1cc(C(=O)N2CCN(c3ccccc3OC)CC2)cc([N+](=O)[O-])c1	74*	0.4	0	26	-1	4	69*	44	-12	-1
CCOC(=O)c1c(NC(=O)c2ccc(S(=O)(=O)N(C)CC3CCCO3)cc2)sc2c1CCN(C)C2 (stereo unspecified)	-34	0.0	1	9	2	0	-6	-11	-1	-2

Some of these compounds in order of the HSF-1 act value, lowest first:
Structure | KLF5 inhibitor | HSP90 inh | AI-2 QS mod | HSF1 inh | GSK3B inh | aSyn 5UTR inh | HSF-1 act | GSK3A inh
CC(=O)c1cccc(NC(=O)C2CCN(C(=O)c3ccccc3Cl)CC2)c1 | -20 | -3 | 29 | -6 | 0 | 8 | -10 | 2
Cn1c(SCC(=O)N2CCOCC2)nc(O)cc1=O | -42 | 4 | 14 | -6 | 7 | 0 | -1 | 3
CCN(CC)S(=O)(=O)c1cccc(NC(=O)CC2CCCC2)c1 | -2 | -6 | 5 | -3 | 1 | 5 | 10 | 2
CCn1cc(CN2CCC(n3nccc3NC(=O)CCCc3ccccc3)CC2)cn1 | -34 | -2 | 7 | 0 | -28 | 10 | 12 | 0
O=C1CC(c2ccc(F)cc2)C(n2cncn2)C(O)=C1C1NCCc2ccccc21 (stereo unspecified) | -31 | 2 | 18 | -5 | -2 | -7 | 14 | -4
CCC(C)(C)NC(=O)C(c1ccccc1Cl)N(C(=O)CCC(=O)Nc1cc(C)on1)C1CC1 (stereo unspecified) | 0 | 3 | 21 | 23 | 0 | 14 | 38 | 3

The main list resumes; the 5 compounds before the break are reprinted first.
SMILES	KLF5 inhibitor	HIF activator	HSP90 inh	AI-2 QS mod	HSF1 inh	GSK3B inh	IEC-6 cytotox	aSyn 5UTR inh	HSF-1 act	GSK3A inh
O=C1CC(c2ccc(F)cc2)C(n2cncn2)C(O)=C1C1NCCc2ccccc21 (stereo unspecified)	-31	0.0	2	18	-5	-2	2	-7	14	-4
O=c1[nH]c(CN2CCN(c3ncccn3)CC2)nc2c(Br)cc(Br)cc12	-30	0.8	0	19	-2	1	1	11	-14	-2
CCC(C)(C)NC(=O)C(c1ccccc1Cl)N(C(=O)CCC(=O)Nc1cc(C)on1)C1CC1 (stereo unspecified)	0	-0.4	3	21	23	0	2	14	38	3
COC(=O)c1cc(C(=O)N2CCN(c3ccccc3OC)CC2)cc([N+](=O)[O-])c1	74*	0.4	0	26	-1	4	69*	44	-12	-1
CCOC(=O)c1c(NC(=O)c2ccc(S(=O)(=O)N(C)CC3CCCO3)cc2)sc2c1CCN(C)C2 (stereo unspecified)	-34	0.0	1	9	2	0	-6	-11	-1	-2
CCCCOC1CC(c2ccc(OCc3ccc(OC)cc3)c(OC)c2)N(C)O1 (stereo unspecified)	-20	1.6	2	22	12	0	1	-6	19	-4
Cc1c(C(=O)NCCSCc2c(F)cccc2Cl)cnn1-c1ccc(F)cc1	8	-2.4	2	11	-2	2	4	1	-2	-1
COc1ccc(Cc2nnc(SCC(=O)Nc3ccccc3C#N)o2)cc1	-9	-0.5	5	-2	2	-1	4	-16	-1	0
COc1cccc(OC)c1C(=O)Nc1cccc(NC(=O)c2cccs2)c1	-30	-0.6	2	11	-8	0	-8	15	-6	-3
COC(=O)c1ccc(S(=O)(=O)N2CCc3ccccc3C2)cc1	-3	-3.2	2	3	-1	0	2	-13	-3	-1
COc1ccc(C(=O)CCN2CCCC(C)C2)cc1 (stereo unspecified)	-4	1.1	5	-5	4	1	2	-20	2	-4
C=CCn1c(SCc2c(C)noc2C)nc2cc(C(=O)O)ccc2c1=O	-6	-0.1	-1	22	-6	-1	1	0	-2	8
CCOC(=O)c1nn(-c2ccc(OCC)cc2)c2nc(CC(C)C)c(C#N)c(=O)n12	-30	-0.2	1	15	0	1	-1	2	7	-1
COC(=O)CN1C(C)=Nc2ccc(Br)cc2C1c1ccccc1 (stereo unspecified)	-9	0.1	1	13	0	-1	-4	-4	0	-4
CC1CCCCC1NC(=O)CSc1nc2ccccc2c(=O)n1Cc1ccco1 (stereo unspecified)	.	0.3	.	30	-1	3	.	18	8	-2
COC(=O)c1ccc(C(=O)OC)c(NC(=S)N2CCC(N3CCCCC3)CC2)c1	0	.	-1	25	.	0	2	-9	.	0
CCOC(=O)/C(C#N)=C/C1=C(N2CCCC2)CC(C)(C)OC1	16	-0.8	6	21	-9	0	2	-8	-1	-4
CCCN(C(=O)Cn1ncc2c([nH]c3ccccc32)c1=O)c1ccccc1C	-18	-0.2	0	26	2	-4	-10	1	4	-1
CCOC(=O)c1cc(C)nc(Sc2ccc(C)cc2)c1C#N	-22	3.5	-2	13	6	2	-6	-20	8	-2
O=C(Nc1cccc(C(F)(F)F)c1)C1CCCN(c2ncccn2)C1 (stereo unspecified)	8	0.2	1	9	6	5	6	8	11	0
Cc1ccc(-c2nc(COC(=O)c3c(C)noc3C)cs2)cc1	-11	2.2	1	-13	20	-2	-2	-170	41	11
Nc1nonc1-c1nc2ccccc2n1CC(=O)O	-15	0.4	1	11	-10	0	0	-31	-16	2
Cc1ccc(NC(=S)N2CCC(N(C)CC3CCCO3)CC2)cc1C (stereo unspecified)	2	0.6	-2	17	-1	-1	-2	-18	-21	-2
Cc1nn(C)c(C(=O)Nc2ccn(Cc3ccccc3F)n2)c1[N+](=O)[O-]	8	0.1	3	5	6	4	8	11	-6	3
COc1ccc(/C=N/NC(=O)C2C3CCCCC32C)cc1OC (stereo unspecified)	-16	-1.0	0	15	-2	4	3	22	4	0
Clc1ccc2oc(-c3ccccn3)nc2c1	-86	1.5	1	22	16	-1	0	-147	18	3
C[C@@H](C(=O)NCc1ccccc1)N1C(=O)C2CC=CCC2C1=O (stereo partly specified)	-6	-0.3	3	12	-2	2	4	-4	-4	-3
CC1CCCC(NC(=O)C2c3ccccc3C(=O)N2Cc2cccs2)C1C (stereo unspecified)	2	-1.1	-2	21	-11	-1	3	-21	-31	-2
CCOc1ccc2nc3c(cc2c1)CN(CCCO)C(=NCCOC)S3	-20	1.4	-3	21	-1	-1	2	-50	18	0
c1ccc(-c2ccc(OCCOCCn3cncn3)cc2)cc1	-82	3.1	0	7	11	-3	0	-175	21	-1
CCSc1nnc(CNC(=O)c2ccccc2F)n1-c1ccccc1OC	-1	-0.3	0	12	-1	0	-8	-22	-24	-1
CN(C)NC(=S)NC1CCS(=O)(=O)C1 (stereo unspecified)	-32	0.2	8	7	-2	0	1	0	-8	-8
CCOc1nnc(C)c2c(C)n(-c3cccc(OC)c3)nc12	-17	-0.3	-9	10	-8	1	-5	-29	-2	-3
Cc1ccc(CNC(=O)CCNS(=O)(=O)c2cccc3nonc23)cc1	-28	-0.1	0	15	-5	1	-4	10	-6	-2
O=C1Nc2ccccc2C12OCCCO2	-29	0.1	2	32	3	-3	2	0	-3	-2
COc1cccc(C(=O)N2CCN(Cc3ccc(OC)cc3OC)CC2)c1	1	0.5	-3	1	-6	1	1	-1	1	-4
CCc1nnc(SCC(=O)NC2CCCC2)nc1CC	-32	0.4	5	18	-5	5	3	11	-5	0
O=C(O)CSCC(=O)NCc1c(Cl)cccc1Oc1ccccc1	-35	-0.2	4	1	2	-25	3	0	1	-2

Laid out differently: 2 of the compounds above.
Values run as follows: KLF5 inhibitor	HIF activator	HSP90 inh	AI-2 QS mod	HSF1 inh	GSK3B inh	IEC-6 cytotox	aSyn 5UTR inh	HSF-1 act	GSK3A inh
c1ccc(-c2ccc(OCCOCCn3cncn3)cc2)cc1
 : -82	3.1	0	7	11	-3	0	-175	21	-1
Nc1nonc1-c1nc2ccccc2n1CC(=O)O
 : -15	0.4	1	11	-10	0	0	-31	-16	2

Single values from the list.
CCOc1ccc2nc3c(cc2c1)CN(CCCO)C(=NCCOC)S3 @ GSK3B inh = -1
Cc1ccc(NC(=S)N2CCC(N(C)CC3CCCO3)CC2)cc1C (stereo unspecified) @ HSF-1 act = -21

Bioassay records: PubChem, several laboratories
